Source: PubChem (National Center for Advancing Translational Sciences (NCATS))
ASM inhibitor – Inhibitors of Secretory Acid Sphingomyelinase (S-ASM): qHTS | Sphingomyelin phosphodiesterase (Homo sapiens), P17405 | placental ASM, HMU-PC fluorogenic substrate, 60 min | Potency, µM (top dose mostly 57.5 µM), for inactives: at the highest dose activity change, negative = inhibition, hits mostly inhibitors | actives 0.006% (n = 340,000) | AID 504937, 2011; further: potency means the concentration at half of the fitted maximal effect
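Fluorescence read-out (Ex 386 nm, Em 447 nm) after stopping the reaction at pH 10. Enzyme: ASM from human placenta; substrate HMU-PC0, 9 uM final; 60 min, 37 °C. Compound preincubation 10 min, ambient temperature.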
Mito fusion yeast – qHTS Assay for Small Molecule Inhibitors of Mitochondrial Division or Activators of Mitochondrial Fusion | actives 0.23% (n = 320,000) | S. cerevisiae fusion-defective mutant growth rescue, CellTiterGlo 48 h | Potency, µM (top dose mostly 46.1 µM), for the others: at the top dose growth rescue (activation), most hits filed as activators | AID 485298, 2010;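 further: potency means the concentration at half of the fitted maximal effect; % of control where 0% means no effect; nearly all actives have a fitted effect of over 45% in size; temperature-sensitive fusion mutants such as fzo1-1 at 37 °C on non-fermentable ethanol glycerol medium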
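Growth-rescue viability read-out: after 48 h at the non-permissive 37C in glycerol/ethanol YPEG, yeast mitochondrial fusion mutants are measured by CellTiterGlo luminescence; compounds (23 nl pinned per well) restoring growth score as division inhibitors or fusion activators.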
PTAP TSG101 blk – qHTS Assay for Iinhibitors of HIV-1 Budding by Blocking the Interaction of PTAP/TSG101 | Fluorescence polarization, FITC-PTAP peptide / Tsg101 binding | 340,000 tested, under 10 active | Tumor susceptibility gene 101 protein (Homo sapiens), Q99816 | Potency, µM (top dose mostly 115 µM), for inactives: at the highest dose activity change, negative = inhibition, most hits filed as inhibitors; active means well fitted inhibition curve with a large enough effect in the main read-out, with a control signal flat, not every such curve was filed as active; inconclusive means small, poorly fitted or top-dose-only effect, or effect the other way, or a change in a side signal; inactive means no such curve, though single readings can be large or run the other way; further: potency means the concentration at half of the fitted maximal effect; % of control where 0% means no effect
Target sequence (Q99816 whole entry, looked up): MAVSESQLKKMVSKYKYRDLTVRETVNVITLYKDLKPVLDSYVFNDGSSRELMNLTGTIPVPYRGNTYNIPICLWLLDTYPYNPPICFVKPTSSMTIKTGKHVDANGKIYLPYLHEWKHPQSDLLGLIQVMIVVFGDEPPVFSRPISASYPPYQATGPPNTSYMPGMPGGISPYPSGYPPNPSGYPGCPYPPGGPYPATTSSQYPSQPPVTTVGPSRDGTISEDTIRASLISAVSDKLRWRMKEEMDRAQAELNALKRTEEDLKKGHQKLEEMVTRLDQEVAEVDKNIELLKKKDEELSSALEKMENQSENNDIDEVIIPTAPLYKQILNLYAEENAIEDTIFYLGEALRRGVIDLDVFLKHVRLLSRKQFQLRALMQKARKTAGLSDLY
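Fluorescence anisotropy tracks displacement of a FITC-tagged PTAP peptide (50 nM) from the Tsg101 binding domain (10 uM), following a 20 min room-temperature incubation at pH 7.5.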
TSHR antag – Antagonists of the Thyroid Stimulating Hormone Receptor: HTS campaign; TSHR-expressing cells, TSH-stimulated cAMP HTRF, 2 h; hits give low values; AID 504810, 2011; actives 0.2% (n = 330,000); activity change, negative = inhibition, % at 11.5 µM; Thyrotropin receptor (Homo sapiens), P16473;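 active means activity change below a set negative limit, meaning inhibition stronger than a set level, cut at about -70% in these data; inconclusive means activity change between two set negative limits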; further: on the % scale 0 is the no-effect control and ±100 the full control effect
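Competitive HTRF cAMP read-out (cryptate anti-cAMP antibody, cAMP-d2; 30 min, room temperature) in freshly harvested TSHR cells. Compounds added before TSH at EC80 (4nM final), followed by 2 hours' incubation at 37 deg C.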
a7 integrin act – qHTS for Activators of Integrin-Mediated Alleviation for Muscular Dystrophy; alpha7betagal myoblasts, beta-gal FDG fluorescence, 48 h; Potency, µM (highest dose often 38.3 µM), without a hit: at the highest dose activation, most hits filed as activators; actives 0.064% (n = 350,000);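 further: potency means the concentration at half of the fitted maximal effect; 100% = response of the positive control SU9516; nearly all actives have a fitted effect of over 60% in size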
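Alpha7betagal+/- myoblasts (passage 13) were plated 16-24 hr, then exposed to compounds (1:260 dilution of DMSO stock) for 48 hours at 37C. After MPER lysis, β-galactosidase reporter activity was read as FDG fluorescence (ex 480/em 540) after 30 minutes.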
TCR act – Activators of T cell receptors: qHTS campaign. 330,000 tested, under 10 active. AID 504894, 2011. Potency, µM (highest dose often 9.22 µM), for inactives: top-dose activation of IL-2 secretion, actives largely listed as activators. primary human leukocytes, anti-CD3, IL-2 HTRF, 48 h; further: % of control where 0% means no effect
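Primary human leukocytes incubated 48 hr with anti-CD3 beads plus compound, without co-stimulation. Secreted IL-2 measured by HTRF (europium cryptate/d2 anti-IL-2 pair, 320 nm excitation, 665 nm emission).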
Eya2 phos inh – qHTS Assay for Inhibitors of the Phosphatase Activity of Eya2; Protein phosphatase EYA2 (Homo sapiens), O00167; recombinant Eya2, OMFP fluorescence dephosphorylation (OMFP is methylfluorescein phosphate); Potency, µM (top dose mostly 76.9 µM), without a hit: top-dose activity, negative = inhibition, actives largely listed as inhibitors; actives 0.006% (n = 330,000); further: potency means the concentration at half of the fitted maximal effect; on the % scale 0 is the no-effect control and ±100 the full control effect
Target sequence (O00167 whole entry, looked up): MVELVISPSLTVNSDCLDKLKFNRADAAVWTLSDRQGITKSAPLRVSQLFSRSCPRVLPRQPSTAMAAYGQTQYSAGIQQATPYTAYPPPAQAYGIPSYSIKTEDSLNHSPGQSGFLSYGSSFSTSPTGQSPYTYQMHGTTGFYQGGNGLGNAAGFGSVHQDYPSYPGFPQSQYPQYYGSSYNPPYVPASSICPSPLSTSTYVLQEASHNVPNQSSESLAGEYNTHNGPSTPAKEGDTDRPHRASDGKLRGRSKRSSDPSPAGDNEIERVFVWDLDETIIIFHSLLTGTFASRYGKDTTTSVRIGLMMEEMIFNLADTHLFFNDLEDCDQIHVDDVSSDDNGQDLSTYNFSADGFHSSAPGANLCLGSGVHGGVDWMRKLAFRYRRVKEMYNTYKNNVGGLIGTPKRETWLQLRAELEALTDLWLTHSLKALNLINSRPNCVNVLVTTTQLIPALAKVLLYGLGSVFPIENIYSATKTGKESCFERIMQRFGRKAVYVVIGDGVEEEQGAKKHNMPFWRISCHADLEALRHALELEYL
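Eya2 (0.2 uM) preincubated 10 min at ambient with compound, then OMFP substrate added at 50 uM; 10 min reaction in 50 mM HEPES pH 7.5, 50 mM NaCl, 5 uM MgCl2, 0.05% BSA, 1 mM DTT. Fluorescence read at Ex 485/Em 525 nm.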
Tb PFK block – qHTS Assay to Find Inhibitors of T. brucei phosphofructokinase | ATP-dependent 6-phosphofructokinase (Trypanosoma brucei brucei), O15648 | T. brucei PFK, ADP-Glo luminescence | Potency, µM (highest dose often 57.5 µM), inactives show at the highest dose activity, negative = inhibition, most hits filed as inhibitors | actives 0.17% (n = 330,000) | AID 485367, 2010;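 further: potency means the concentration at half of the fitted maximal effect; 0% = uninhibited 1x PFK enzyme wells and -100% = no-enzyme wells; nearly all actives have a fitted effect of over 60% in size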
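Luminescent ADP detection (ADP-Glo, two-step: ATP depletion then ADP-to-ATP conversion for luciferase) reported PFK activity after 45 min room-temperature reaction of 1.25 nM enzyme with 0.5 mM F6P and 0.1 mM ATP at pH 8.0.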
AT treatment – qHTS Assay for Identifying a Potential Treatment of Ataxia-Telangiectasia. […] A-T fibroblasts, KAP-1 phosphorylation AlphaLISA; neocarzinostatin DNA damage 30 min before lysis. Potency, µM (top dose mostly 57.5 µM), inactives show at the top dose activation, hits mostly activators. actives 0.19% (n = 320,000); further: potency means the concentration at half of the fitted maximal effect; % of control where 0% means no effect; nearly all actives have a fitted effect of over 45% in size
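ATM-like activity read as KAP-1 phosphorylation via AlphaLISA donor/acceptor antibody pairs after lysis and 6 hr at 25C. Cells were ATM-null patient fibroblasts ([…], hTERT), dosed 60 min, then exposed to the DSB inducer NCS for 30 min.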
ELG1 DNA repair – qHTS screen for small molecules that inhibit ELG1-dependent DNA repair in human embryonic kidney (HEK293T) cells expressing luciferase-tagged ELG1; HEK293T ELG1-luciferase reporter, luminescence, 16 h; DNA damage induced by 5-fluorouridine; Potency, µM (doses to about 46.1 µM), without a hit: top-dose activity change, negative = inhibition, actives largely listed as inhibitors; actives 2.3% (n = 330,000); AID 504467, 2011; further: potency means the concentration at half of the fitted maximal effect; on the % scale 0 is the no-effect control and ±100 the full control effect; nearly all actives have a fitted effect of over 55% in size
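Step one: seed 2,000 cells per well. Step two: pin-transfer compound or DMSO alongside 5-fluorouridine. Step three: incubate 16 hr, 37 °C, 5% CO2. Step four: add ONE-Glo, wait 30 min, read luminescence.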
Chronic BCR inh – qHTS Assay to Find Inhibitors of Chronic Active B-Cell Receptor Signaling | ABC-DLBCL IkBa-CBG/CBR reporter, luminescence ratio, 4 h | Potency, µM (highest dose often 46.1 µM), for the others: at the highest dose ratio change, negative = lower green/red ratio, usual class: inhibitors | actives 0.05% (n = 340,000); active means well fitted inhibition curve with a large enough effect in the signal ratio, with a control signal flat, not every such curve was filed as active; inconclusive means small, poorly fitted or top-dose-only effect, or effect the other way, or a change in a side signal; the % refers to the signal ratio;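 further: potency means the concentration at half of the fitted maximal effect; plate controls were basal doxycycline-induced cells for no effect and cells given 10 µM MG132 for full effect; MG132 reads +100%, hits lower the ratio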
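TMD8 human ABC-DLBCL cells with doxycycline-inducible IκBα–green luciferase fusion and unfused red luciferase, in 0.5% FBS medium; compounds up to 46 uM, 4 h at 37C. Green/red luminescence ratio, filter-overlap corrected, fitted to concentration-response curves.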
An asterisk follows results filed as active; ? = inconclusive; . = no result given; [ ] = remark or other dose. Unless noted, the call rests on the fitted dose curve; in most records, active means well fitted curve in the direction sought with a large enough effect; inconclusive means small, poorly fitted or top-dose-only effect, or another doubt; inactive means no such curve, though single readings can be large; an effect the other way counts as inactive or inconclusive.

SMILES | ASM inhibitor | Mito fusion yeast | PTAP TSG101 blk | TSHR antag | a7 integrin act | TCR act | Eya2 phos inh | Tb PFK block | AT treatment | ELG1 DNA repair | Chronic BCR inh
O=C1CN(C(=O)COc2ccccc2)c2ccccc2N1 | 8.5% | 0.3% | -0.1% | 8.0 | 7.2% | 0.8% | -14.6% | -1.1% | -21.4% | -6.1% | 5.5%
COc1ccc(/C(C#N)=C/c2cccnc2)cc1 | . | -7.2% | . | -9.6 | . | . | -13.7% | 0.2% | -5.0% | ? | ?
CN(C)c1cc[n+](CC(=O)Nc2ccc([N+](=O)[O-])cc2Cl)cc1 | -3.3% | -7.2% | -11.8% | -0.5 | -18.2% | -3.3% | ? | 2.2% | -4.2% | -3.5% | -7.3%
CC(C)(C)OC(=O)N1CCC(c2c(C(=O)N3CCN(C(=O)c4ccco4)CC3)cnn2-c2ccc(F)cc2F)CC1 | 2.5% | 1.4% | 4.7% | -4.9 | 0.3% | 12.0% | -3.8% | -7.4% | -1.7% | ? | -3.7%
O=S(=O)(c1ccccc1Cl)N1CCC(O)(c2ccc3c(c2)OCO3)CC1 | -3.1% | 15.4% | -1.4% | -10.1 | 16.5% | 6.6% | -5.6% | 1.1% | -4.6% | -29.4% | -1.4%
Nc1ccccc1N1CCN(C(=O)c2ccccc2)CC1 | -3.8% | 0.0% | -1.9% | -0.3 | 24.5% | 5.4%[46.1 µM] | -16.1% | -7.7% | -2.2% | -14.8% | -13.8%
CCC1C(=O)NCCN1C(=O)CCc1nnc(CCc2ccc(OC)cc2)o1 (stereo not given) | -1.0% | 0.0% | 1.2% | -6.4 | 5.2% | -3.1% | 1.5% | 0.3% | 0.3% | -2.9% | 0.3%
CCn1cc(C(=O)O)c(=O)c2cnc(N3CCN(C(=S)Nc4ccccc4Cl)CC3)nc21 | -7.4% | -9.8% | -8.5% | -6.7 | -18.0% | -10.2% | -4.5% | 1.5% | -15.2% | 11.6µM* | 1.3%
CSC(=NC#N)N1CCN(C(c2ccccc2)c2ccccc2)CC1 | 2.0% | 24.1% | 0.0% | 2.9 | -51.7%[inhibitor] | 0.2% | 1.3% | 0.8% | 5.3% | -10.6% | ?
CCN(CCn1cccn1)C(=O)c1cc(COc2cc(C)ccc2C)on1 | 9.3% | 0.3% | . | 6.2 | 21.2% | -2.8% | 8.7% | 1.4% | -0.3% | ? | 7.2%
CN(Cc1ccco1)S(=O)(=O)c1ccc2c(c1)CCN2C(=O)CCC(=O)O | 5.1% | -5.9% | -5.2% | 24.2 | 0.6% | -7.0% | -9.2% | -5.3% | 2.0% | 11.8% | 1.5%
N#Cc1ccc(COc2ccc(CCO)cc2-n2nc3ccccc3n2)cc1 | -8.3% | 5.5% | -4.6% | 17.4 | -3.4% | -4.8% | 0.1% | 0.4% | -0.3% | ? | -13.1%
O=C1CCN(C(=O)Nc2cccc(Cl)c2)N1 | 0.7% | 0.3% | -3.4% | 5.8 | 6.3% | 1.5% | -1.2% | 5.5% | -3.7% | 1.1% | 6.5%
COCCNC(=O)c1cc2ncc(Br)cn2n1 | 2.1% | 3.0% | -10.3% | 6.6 | -13.2% | -0.4% | 6.3% | -5.6% | -0.1% | ? | -0.5%
CCOc1cc(C2Nc3ccccc3C(=O)N2c2ccccc2)c(Br)cc1OCC(=O)O (stereo not given) | 199.5%[activator] | -29.2% | -2.9% | 1.9 | 8.8% | -7.2%[46.1 µM] | -0.7% | 2.1% | 2.2% | 9.7% | 0.0%
Cc1cccc(C(=O)Nc2cccc(C(=O)N3CCOCC3)c2)c1 | -2.3% | 0.5% | -11.6% | -2.3 | 10.6% | -4.2% | 11.8% | 3.5% | 1.6% | ? | 28.7%
Brc1ccc(-c2nc3ncccn3c2Nc2ccc3c(c2)OCCO3)o1 | -2.5% | 0.7% | -1.9% | 4.5 | -14.7% | -5.0% | -2.2% | -1.1% | -1.3% | 10.5% | ?
CCN(C(=O)CN1CCCCC1C)c1c(N)n(Cc2ccccc2)c(=O)[nH]c1=O (stereo not given) | 6.0% | -4.9% | -0.1% | -13.0 | -19.3% | -3.2% | 8.3% | -2.9% | 4.1% | 23.2% | -3.6%
CCOC(=O)Cn1c(=O)n(CC(=O)OCC)c2ccccc21 | 5.1% | -3.1% | -3.0% | 0.4 | -21.2% | 2.3% | 1.1% | -13.8% | -11.2% | -4.3% | ?
COc1cc(C#N)ccc1OCC(=O)Nc1ccc(C)c(S(=O)(=O)N2CCOCC2)c1 | -1.5% | 7.8% | -4.7% | -0.9 | -5.9% | -5.0% | 1.9% | -3.3% | 1.4% | ? | -17.0%
CCC1CCCCN1CCCNC(=O)C1CCCN(S(=O)(=O)N2CC(C)CC(C)C2)C1 (stereo not given) | 0.9% | -21.3% | -4.6% | -36.9 | -6.0% | 3.0% | -3.1% | 0.2% | 5.8% | 11.2% | 1.4%
CCN(CC)CCCNC(=O)Cn1nc(-c2ccccc2)ccc1=O | -0.1% | 0.4% | -1.9% | -6.9 | 10.2% | 2.0% | -10.9% | 4.5% | 2.7% | 2.9% | -0.2%
N#Cc1cnn2c(-c3cccc([N+](=O)[O-])c3)ccnc12 | 2.3% | 9.1% | 0.6% | 2.7 | 5.6% | 2.6% | -0.3% | -6.9% | -1.5% | 22.1% | 13.0%
CCN(CC)C(=O)CSc1nnc(-c2ccccc2)o1 | 3.2% | 1.0% | -4.3% | -7.6 | 0.7% | -4.2% | ? | -0.1% | 1.5% | ? | ?
O=C(O)C1CC=CCC1C(=O)Nc1ccccc1 (stereo not given) | 1.5% | -0.6% | 1.4% | -0.8 | 31.6% | 4.8% | 4.4% | -6.7% | -5.5% | ? | ?
O=C1CCNc2c(Cl)cc(Cl)cc21 | 87.3%[activator] | -1.4% | -11.7% | -7.3 | -17.7% | 6.5% | -12.7% | 0.4% | 26.7% | 17.8% | -6.5%
COc1ccccc1C(=O)CN1C(=O)NC2(CCCCCC2)C1=O | -0.9% | . | -2.6% | 8.0 | 24.9% | 2.8%[46.1 µM] | -2.8% | -0.2% | 19.5% | 1.9% | -4.3%
CN(CC(=O)Nc1ccccc1N1CCOCC1)S(=O)(=O)c1ccc(F)cc1 | -0.9% | 8.0% | -8.7% | -9.3 | 23.6% | 1.3% | 21.1% | 1.5% | 3.8% | -13.8% | -0.8%
O=S(=O)(c1ccc(Cl)cc1)c1cnc2ccccc2n1 | -1.3% | 26.9% | 1.0% | 21.1 | ? | -14.0% | 7.3% | -3.5% | -4.5% | 3.1% | ?
CC(=O)Nc1ccc(NC(=O)C2CCN(C(=O)C3CC(=O)N(c4ccc(C)cc4)C3)CC2)cc1 (stereo not given) | 6.1% | -1.6% | -2.4% | -2.8 | -2.5% | 13.2% | -15.8% | 3.0% | -6.4% | 2.5% | 5.4%
CC(=O)n1cc([C@H]2C=C(C(=O)NCc3ccccc3)O[C@@H](OCc3ccc(CO)cc3)C2)c2ccccc21 | -13.2% | 0.0% | 0.6% | -2.6 | -19.4% | -2.3% | -8.9% | 4.7% | . | ? | 1.3%
